Screening results: PubChem BioAssay, National Center for Advancing Translational Sciences (NCATS)
Anesthetic bind: binds horse apoferritin like a general anesthetic; P02791; apoferritin/1-aminoanthracene competitive binding, fluorescence; Potency, µM (series often up to 77.5 µM), inactives show at the top dose activity change, negative = displacement, most hits filed as inhibitors; 350,000 tested, 0.074% active; AID 485281; also: potency is read from the fitted curve at half-maximal effect; % is scaled to controls: 0 for no effect and ±100 for the full control effect; nearly all actives have a fitted effect of over 20% in size
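In PBS, apoferritin at 10 uM is loaded with 1-AMA from a 50% saturated solution. After 10 min of compound exposure at ambient temperature, reduced 535 nm fluorescence indicates probe displacement.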
ERG-DNA inh: blocks human ERG Ets domain binding to DNA; AID 624246; fluorescence polarization, His-ERG Ets domain / labelled DNA; 370,000 tested, 0.028% active; Potency, µM (doses to about 76.9 µM), for inactives: top-dose FP activity, negative = inhibition, hits mostly inhibitors; P11308; active = well fitted inhibition curve with a large enough effect in the polarisation, with a control signal flat; inconclusive = small, poorly fitted or top-dose-only effect, or effect the other way, or a change in a side signal; inactive = no such curve, though single readings can be large or run the other way; the % refers to the polarisation;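 also: polarization taken with two DNA probes labelled with fluorescein and Texas red; potency is read from the fitted curve at half-maximal effect; % of control where 0% means no effect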
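His-tagged ERG Ets domain (1 uM in the protein solution; 300mM KCl, 50mM Tris-HCl, 1mM EDTA, 1mM DTT, pH 7.5) received compound, then a probe mix of 5 nM fluorescein-DNA and 100nM Texas-615-DNA. Fluorescence polarization was read for both dyes.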
LDHA block: inhibitors of human lactate dehydrogenase A. 480,000 tested, 0.15% active. activity change, % (values are at about 110 or 230 µM). purified LDHA, NADH/diaphorase-resazurin fluorescence; hits give low values. P00338. AID 1347041; in the data active = activity change below about -30%; inconclusive = mostly about -25% to -30%;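 also: plate controls were DMSO wells for no effect and wells without enzyme for full effect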
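Human LDH5 at 2 nM final in Tris HCl pH 7.4 with 0.06 mM NADH and 0.2 mM pyruvate, reacted 5 minutes at room temperature. Remaining NADH coupled via diaphorase/resazurin; resorufin fluorescence read at 0 and 20 minutes, normalized to enzyme-free and DMSO wells.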
RGS4 inhibitor: inhibitors of human regulator of G protein signaling 4; AID 504845; 390,000 tested, 0.039% active; Potency, µM (series often up to 114 µM), for the others: top-dose activity change, negative = inhibition, usual class: inhibitors; Transcreener GDP fluorescence polarization, RGS4-accelerated GTP hydrolysis; P49798; also: potency is read from the fitted curve at half-maximal effect; % is scaled to controls: 0 for no effect and ±100 for the full control effect; nearly all actives have a fitted effect of over 75% in size; some results filed as inactive show a strong effect at the top dose
Target sequence (P49798 whole entry, looked up): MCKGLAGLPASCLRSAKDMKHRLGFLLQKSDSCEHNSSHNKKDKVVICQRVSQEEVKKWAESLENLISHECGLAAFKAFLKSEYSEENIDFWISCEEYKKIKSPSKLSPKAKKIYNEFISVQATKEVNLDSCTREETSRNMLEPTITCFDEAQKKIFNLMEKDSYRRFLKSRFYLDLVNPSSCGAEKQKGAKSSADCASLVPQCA
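MLSMR compounds (23 nl, pin-transferred) preincubated 10 min at room temperature with a 500nM (2x) first reagent, then RGS4 at 900nM (2x) plus Transcreener GDP mix added; fluorescence polarization (620/688 nm) read before and after 90 min at 30 °C.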
POLK inh: blocks human DNA polymerase kappa activity; 400,000 tested, 0.53% active; Potency, µM (doses to about 107 µM), for inactives: top-dose activity, negative = inhibition, actives largely listed as inhibitors; purified Pol kappa, fluorescent DNA synthesis assay, 10 min; AID 588579; Q9UBT6; also: potency is read from the fitted curve at half-maximal effect; % is scaled to controls: 0 for no effect and ±100 for the full control effect
Target sequence (Q9UBT6 whole entry, looked up): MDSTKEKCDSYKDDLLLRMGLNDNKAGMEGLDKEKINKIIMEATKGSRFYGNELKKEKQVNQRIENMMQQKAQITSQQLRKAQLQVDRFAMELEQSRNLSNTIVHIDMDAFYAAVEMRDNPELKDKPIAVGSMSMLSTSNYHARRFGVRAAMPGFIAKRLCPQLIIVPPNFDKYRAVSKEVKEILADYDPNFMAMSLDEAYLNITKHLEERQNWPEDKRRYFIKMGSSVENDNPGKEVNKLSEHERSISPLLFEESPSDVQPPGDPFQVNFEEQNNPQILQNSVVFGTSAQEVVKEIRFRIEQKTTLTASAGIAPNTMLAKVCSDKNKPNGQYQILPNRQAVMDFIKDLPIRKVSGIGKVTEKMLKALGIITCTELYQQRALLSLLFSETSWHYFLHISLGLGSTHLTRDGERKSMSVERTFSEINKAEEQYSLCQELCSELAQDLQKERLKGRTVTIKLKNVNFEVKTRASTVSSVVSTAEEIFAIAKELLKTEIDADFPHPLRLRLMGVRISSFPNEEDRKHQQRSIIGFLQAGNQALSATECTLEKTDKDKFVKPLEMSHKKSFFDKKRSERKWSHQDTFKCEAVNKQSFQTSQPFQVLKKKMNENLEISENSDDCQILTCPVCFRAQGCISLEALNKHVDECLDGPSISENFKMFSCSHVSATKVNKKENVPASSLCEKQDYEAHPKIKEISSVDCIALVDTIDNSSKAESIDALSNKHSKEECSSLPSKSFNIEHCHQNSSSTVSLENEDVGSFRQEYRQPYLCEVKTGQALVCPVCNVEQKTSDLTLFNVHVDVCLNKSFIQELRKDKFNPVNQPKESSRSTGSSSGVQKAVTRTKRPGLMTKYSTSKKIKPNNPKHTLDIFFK
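Enzyme at 10 nM met test compounds for 15 min at room temperature. Substrate addition (50 nM final) began the reaction, which was monitored by fluorescence at 0 and 10 min.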
POLH inh: inhibitors of human DNA polymerase eta | Q9Y253 | recombinant Pol eta, fluorescent DNA replication assay | Potency, µM (highest dose often 114 µM), inactives show at the top dose activity change, negative = inhibition, actives largely listed as inhibitors | 390,000 tested, 1.2% active; also: potency is read from the fitted curve at half-maximal effect; % is scaled to controls: 0 for no effect and ±100 for the full control effect
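Pol eta at 10 nM preincubated with compounds 15 min at room temperature; reaction started with fluorescent substrate (50 nM final) and read kinetically at 0 and 10 min.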
ALOX12 inh: ALOX12 (human) lipoxygenase inhibition; P18054; purified 12hLO, xylenol orange hydroperoxide absorbance; Potency, µM (highest dose often 108 µM), for inactives: at the highest dose activity change, negative = inhibition, most hits filed as inhibitors; 580,000 tested, 1.1% active; AID 1671190; also: potency is read from the fitted curve at half-maximal effect; % is scaled to controls: 0 for no effect and ±100 for the full control effect
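Hydroperoxide product was detected by ferrous iron/xylenol orange as the 573 to 405 nm absorbance ratio. Arachidonic acid at 40 uM (final) was turned over for 30 min at room temperature by 150 nM human 12hLO, pH 7.0 Hepes buffer, after 15 min compound preincubation.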
Pol beta inh: blocks human DNA polymerase beta activity. Pol beta primer extension/strand displacement, fluorescence kinetic. Potency, µM (series often up to 114 µM), for the others: at the highest dose activity change, negative = inhibition, usual class: inhibitors. 340,000 tested, 1.3% active; also: potency is read from the fitted curve at half-maximal effect; % is scaled to controls: 0 for no effect and ±100 for the full control effect
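Kinetic readout of DNA synthesis with strand displacement by Pol beta. Compound and 10 nM enzyme sit 15 min at room temperature; 50 nM substrate starts the reaction, read immediately and at 10 min.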
APEX1 inh: APE1 (human) endonuclease inhibition; 350,000 tested, 0.35% active; recombinant APE1, TAMRA/BHQ-2 abasic DNA cleavage fluorescence; Potency, µM (top dose mostly 65.8 µM), for inactives: at the top dose activity change, negative = inhibition, most hits filed as inhibitors; P27695;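 also: potency is read from the fitted curve at half-maximal effect; plate controls were vehicle for no effect and reference inhibitor for full effect; nearly all actives have a fitted effect of over 55% in size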
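Quantitative HTS: incision of a TAMRA/BHQ-2 double-stranded substrate bearing a tetrahydrofuran abasic site by 0.75 nM APE1 raises fluorescence. Substrate 50 nM final, added after 15 min compound preincubation at room temperature; progress as third-minus-first kinetic read difference.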
Starred values were filed as active, the others as inactive; ? = inconclusive; . = not tested or not shown; & = joins results of further samples; [ ] = another dose, or the depositor's remark. Unless noted, calls follow the shape of the dose curve; as a rule, active = well fitted curve in the direction sought with a large enough effect; inconclusive = small, poorly fitted or top-dose-only effect, or another doubt; inactive = no such curve, though single readings can be large; an effect the other way counts as inactive or inconclusive. This is a subset (hit frequency here may not be typical).

SMILES	Anesthetic bind	ERG-DNA inh	LDHA block	RGS4 inhibitor	POLK inh	POLH inh	ALOX12 inh	Pol beta inh	APEX1 inh
O=C(CN1C(=O)CCS(=O)(=O)c2ccccc21)Nc1ccc(Cl)cc1	-9%	3%	-9	7%	-6%	-6%	7%	0%	6%
COc1ccc(OC)c(C2C(C(=O)N3CCCCC3)=C(C)Nc3nc4ccccc4n32)c1 (centres undefined)	-4%	2%	-12	-3%	3%	-1%	0%	25%	.
O=C(c1ccc2snnc2c1)N1CCCC1	-14%	5%	-2	-15%	-8%	-6%	0%	?	-4%
CC(C)Cn1c(CNC(=O)c2ccccc2)nc2ccccc21	-6%	-3%	4	-23%	7%	-11%	18%	-1%	-6%
COc1ccccc1NC(=O)C1=C(C)Nc2nc(-c3ccccc3)nn2C1c1ccccn1 (centres undefined)	?	4%	-11	-37%	-16%	-2%	?	7%	1%
CCSc1nnc([C@H](C)NC(=O)OC(C)(C)C)o1	-8%	1%	-7	23%	0%	5%	-14%	16%	-4%
CCCn1nnc(NC(=O)/C=C/c2ccc(C(C)C)cc2)n1	-5%	9%	-5	-12%	-8%	36%[activator]	0%	-28%	11%
CCC1NC(=S)N(C2CCCCC2)C1=O (centres undefined)	-21%	7%	-1	0%	-1%	-2%	-13%	50%	6%
CC1CCN(C(=O)COC(=O)Cc2ccc(Br)cc2)CC1	-23%	-18%	-1	-6%	-9%	-5%	0%	9%	23%
O=C(c1ccccc1)N1CCCCC(Cl)C1=O (centres undefined)	?	24%	2	-11%[56.9 µM]	1%	-3%	26%	-13%	5%
Cc1ccc(-n2c(C)cc3c2CCCC3=O)cc1	-12%	.	8	10%	-4%	-14%	?	11%	0%
CCCNC(=O)C12CCC(C)(c3nc4cc(C)c(C)cc4nc31)C2(C)C (centres undefined)	-14%	-4%	7	-10%	-2%	-17%	144%[activator]	-11%	-4%
CC(C)Cc1nnc(NC(=O)CCC(=O)N2CCOCC2)s1	-7%	.	-3	27%	-11%	0%	22%	-2%	0%
Cn1c(=O)c2c(nc(SCC(=O)Nc3ccccc3F)n2Cc2ccccc2F)n(C)c1=O	-10%	-1%	3	-19%	12%	.	?	2%	.
COc1ccc(NS(=O)(=O)c2ccc3oc(=S)[nH]c3c2)cc1	4%	-4%	-2	-17%[11.4 µM]	2%	23%	?	?	-2%
Cc1cc(C(F)(F)F)nc(SCc2ccc(C(=O)O)o2)n1	-8%	-5%	-6	-45%	-32%	8.9µM*	0%	40µM*	-6%
CC(=O)NC1(C(F)(F)F)N=C2SCCN2C1=O (centres undefined)	-2%	-2%	-5	-2%	-14%	-12%	-7%	-10%	2%
COC(=O)CCCC1=CC2=CC(=O)C(C)(OC(=O)c3cccs3)C(=O)C2=CN1c1cccc(C#N)c1 (centres undefined)	-13%	1%	7	-13%	-6%	?	.	0%	0%[12.4 µM]
COc1ccc(S(=O)(=O)N2CCN(CC(=O)Nc3cc(C(F)(F)F)ccc3Cl)CC2)cc1	-8%	1%	3	23%	-1%	-23%	.	?	-4%
N#C/C(=C(/O)c1cccs1)c1nc2ccccc2[nH]1	3%	0%	-2	-3%[11.4 µM]	-6%	?	8%	?	11%
Fc1ccc(Nc2nc(SCc3ccc(Cl)cc3)nc3ccccc23)cc1	97%[activator]	-1%	-6	7%	-1%[60.1 µM]	-16%	-28%	11%	.
CCOc1cc(N2CCOCC2)c(OCC)cc1NC(=O)COC(=O)c1ccc(OC)c([N+](=O)[O-])c1	.	.	0	-37%	-18%	-11%	4%	.	.
Nc1cc(OC(=O)c2ccc(F)cc2)nn1S(=O)(=O)c1ccccc1	-2%	-4%	1	1%	-20%	-6%	-1%	22%	-8%
Cc1nc([N+](=O)[O-])cn1CC(=O)c1ccc(Br)cc1	.	-7%	-2	8%	10%	-14%	?	.	34%
O=C(c1cc(S(=O)(=O)N2CCOCC2)ccc1F)N(Cc1nnc(-c2ccccc2Cl)o1)C1CC1	.	10%	0	3%	-3%	-20%	18%	.	3%
CCOC(=O)c1nnn(-c2nonc2N)c1COc1cc(C)c(Cl)c(C)c1	?	-3%	-2	15%[11.4 µM]	-5%	-16%	?	-10%	-7%
CC1(C)C(=O)N(CC(=O)Nc2ccc(Br)cc2F)c2ccccc21	3%	-3%	-6	2%	-4%[60.1 µM]	-21%	-19%	12%	.
Cc1nc(-c2cccnc2)sc1C(=O)Nc1ccc(C(F)(F)F)cc1	-7%	3%	1	-3%	-4%	-2%	?	-1%	-6%
COc1ccc2c(CNCCc3ccco3)c(C(=O)O)n(Cc3ccc(C)cc3)c2c1	3%	0%	2	-31%	-15%	-11%	?	7%	.
Cc1cccc(NC(=O)c2ccc(OCC(=O)NCc3ccccc3)cc2)c1C	-3%	1%	-6	-16%	4%	0%	1%	15%	23%
C#CC(CC)(CC)NC(=O)c1cc(S(=O)(=O)N2CCCCC2)ccc1N1CCOCC1	.	-17%	-2	-12%	-8%	-19%	5%	.	21%
Cn1c(Cn2nnc3ccccc32)nnc1SCC(=O)N1c2ccccc2Sc2ccccc21	-10%	9%	5	-10%	5%	-13%	1%[57.4 µM]	4%	?
COc1ccc(C)cc1NC(=O)CN1C(=O)C2CC=CCC2C1=O (centres undefined)	.	0%	-3	-5%	11%	-13%	20%	.	10%
CC(=O)c1cc(-c2ccccc2)n(CC(=O)NC2CCCCC2)c1C	-4%&-13%	8%&3%	-17&-3	13%&-7%	-7%&-12%[60.1 µM]	-10%&-3%	6%&-25%	2%&10%	-2%
CN(C)C(=S)SCC(=O)NC(=O)NC(C)(C)C	-13%	3%	-6	10%	-17%	8%	-6%	18%	1%
[C-]#[N+]c1cc(-c2ccncc2)c(C)[nH]c1=O	2%	.	.	.	1%[19.4 µM]	.	-3%[176 µM]	.	18%
Cc1cc(C)n(-c2nc3ccccc3nc2Nc2cccc(C)c2C)n1	51%[activator]	0%	-4	16%	0%	-20%	-10%	12%	.
CCOC(=O)CSc1nc2c(cnn2-c2ccc(Cl)cc2)c(=O)[nH]1	8%	6%	-8	-11%	-6%	-6%	0%	27%	23%
O=C(NCC1CCCO1)c1cc2c(s1)CS(=O)(=O)C2 (centres undefined)	-1%	.	-6	-5%	-4%	3%	10%	-1%	-1%
CCN(CC)c1nn2c(=O)c(C(=O)NCc3ccc(F)cc3)cnc2s1	0%	5%	-1	-4%	0%	-7%	-27%	-1%	.
CSc1nc(SC)c2c3c(oc2n1)COC(C)(C)C3	-6%	-1%	4	-35%[56.9 µM]	-12%	12%	0%	5%	-2%
CC1CCCCC1NC(=O)c1cncc(Br)c1 (centres undefined)	-10%	1%	0	3%	8%	-7%	0%	1%	4%
CN1CCN(C(=O)c2ccc3c(c2)N(Cc2ccc(F)cc2)C(=O)c2ccccc2S3=O)CC1 (centres undefined)	-13%&-5%	-4%&-3%	1&-6	-34%&8%	9%&-2%	-4%&-18%	-18%&-4%	12%&16%	18%
CCCCc1nc(SCC(=O)N2CCOCC2)c2c(=O)n(C)c(=O)n(C)c2n1	-13%	-2%	-3	19%	-4%	0%	274%[activator]	41%	6%
Cc1ccc(/C=C/C(=O)NCCCN2CCN(CCCNC(=O)/C=C/c3ccc(C)o3)CC2)o1	-5%	-9%	-6	-20%	-15%	-13%	19%	15%	-1%
CCc1ccccc1NC(=O)CSc1nc2n[nH]c(C)c2c(=N)n1-c1ccc(OC)cc1	-18%	-7%	-9	-13%	-3%	-21%	7%	41%	-8%
CC(C)(C)NC(=O)CSc1ccc(S(=O)(=O)N2CCOCC2)cn1	.	-5%[15.4 µM]	-9	-3%	-6%	-13%	?	.	-6%
CCOc1ccc(C(=O)N2CCCCCC2)cc1	-12%	5%	-10	20%	-2%	-6%	50%[activator]	17%	0%
Cc1ccc(S(=O)(=O)N/N=C/c2ccc3nccnc3c2)cc1	2%	-4%	-4	9%[11.4 µM]	-11%	-11%	?	7%	3%
O=C(NCCS(=O)(=O)NCc1ccccc1Cl)c1ccccc1	.	.	-3	-11%	-3%	-12%	2%	.	25%
The list goes on:
SMILES	Anesthetic bind	ERG-DNA inh	LDHA block	RGS4 inhibitor	POLK inh	POLH inh	ALOX12 inh	Pol beta inh	APEX1 inh
COC(=O)c1ccc(N2CCN(C)CC2)c(NC(=O)COc2ccccc2)c1	-4%	6%	-12	0%	0%	3%	1%	5%	-3%
COc1ccc(C(=O)COC(=O)CCNS(=O)(=O)c2ccccc2)cc1Br	-23%	-2%	-6	-1%	-10%	-5%	-18%	-2%	14%
c1c2c(cc3sc(N4CCOCC4)nc13)OCO2	-4%	0%	-1	?	-21%	6%	?	-2%	-2%
CC(NC(=O)C(C)N1CCN(Cc2ccccc2)CC1)c1ccccc1 (centres undefined)	-5%	18%	-3	19%	0%	-9%	-12%	-2%	21%
COc1c(C(=O)Nc2nnc(C3CC3)s2)csc1Cl	-7%	0%	-6	30%	-8%	-3%	-9%	?	4%
COc1ccc(C#Cc2c(-c3ccc(OC)cc3)oc3ccc(-c4ccc5c(c4)OCO5)cc23)cc1	.	1%	-1	-14%	7%	-17%	-6%	.	.
O=C(Nc1cccc(Cl)c1)c1c(NC(=O)C(F)(F)F)sc2c1CCCC2	?	6%	?	?	-32%	25µM*	?	?	.
